MEKK2mut PB1 HTS – signal of MEK5 binding to mutant human MEKK2 PB1 domain; bead flow cytometry, Alexa488-MEK5 binding to MEKK2 mutant; percent response, % at 10 µM; 290,000 compounds, 0.35% hits; AID 1530; in the data active = percent response above about 24%, passing the limit was not always enough; note: inactives centre near 1; some results filed as inactive read as strong as hits; reference of the scale not given here
V1aR counter – V1a receptor agonism, counter-screen for OXTR agonists. P37288. CHO-V1R cells, Fluo-8 calcium fluorescence, agonist mode; 0% DMSO, 100% 3 nM vasopressin. activation, % at 3 µM. 320,000 compounds, 0.25% hits;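 active = activation above the mean activation of all tested compounds plus 3 SD, per screening run, cut at about 20% in these data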;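 note: signal is peak over basal fluorescence ratio across a 100 second FLIPR read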
Target sequence (P37288 whole entry, looked up): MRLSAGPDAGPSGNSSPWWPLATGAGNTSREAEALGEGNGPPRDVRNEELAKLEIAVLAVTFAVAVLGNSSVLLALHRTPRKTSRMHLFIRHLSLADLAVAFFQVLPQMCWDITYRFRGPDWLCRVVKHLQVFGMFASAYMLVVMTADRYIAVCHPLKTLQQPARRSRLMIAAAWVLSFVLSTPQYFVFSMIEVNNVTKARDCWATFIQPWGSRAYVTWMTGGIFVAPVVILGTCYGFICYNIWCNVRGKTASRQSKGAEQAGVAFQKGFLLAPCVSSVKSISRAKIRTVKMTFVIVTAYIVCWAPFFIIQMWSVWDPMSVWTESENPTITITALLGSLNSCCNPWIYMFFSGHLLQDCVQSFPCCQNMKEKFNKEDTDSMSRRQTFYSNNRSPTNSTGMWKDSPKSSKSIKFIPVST
GPR7 antag – blocks human GPR7 receptor signaling; GPR7-expressing cells, fluorescence antagonist assay; 290,000 compounds, 1.1% hits; inhibition, % at 4.4 µM; in the data active = inhibition above about 16%, passing the limit was not always enough;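 note: cells stimulated with the agonist NPW; 0% = agonist with vehicle and 100% = vehicle without agonist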
PHOSPHO1 inh – PHOSPHO1 (human) inhibition | Q8TCT1 | recombinant PHOSPHO1, absorbance phosphatase assay | inhibition, % at 13.3 µM | 290,000 compounds, 1.1% hits | AID 1565; in the data active = inhibition above about 60%
NALP1 inh – blocks the NALP1 inflammasome reconstituted in yeast; S. cerevisiae NALP1/ASC/caspase-1 growth, X-gal OD620, 72 h; inhibition, % at 10 µM; 280,000 compounds, 0.61% hits; in the data active = inhibition mostly above about 24%, no sharp cut-off; inactive = mostly below about 32%; note: some compounds called inactive have numbers as strong as hits
OXTR agonist – activates the human oxytocin receptor; 320,000 compounds, 0.32% hits; AID 2435; activation, % at 3 µM; CHO-OTR cells, Fluo-8 calcium fluorescence; normalized: DMSO 0%, oxytocin 100%; P30559;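 active = activation above the mean of all tested compounds plus 3 SD, cutoff set per screening run, cut at about 20% in these data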;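 note: peak over basal fluorescence ratio from a 100 s FLIPR kinetic read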
Target sequence (P30559 whole entry, looked up): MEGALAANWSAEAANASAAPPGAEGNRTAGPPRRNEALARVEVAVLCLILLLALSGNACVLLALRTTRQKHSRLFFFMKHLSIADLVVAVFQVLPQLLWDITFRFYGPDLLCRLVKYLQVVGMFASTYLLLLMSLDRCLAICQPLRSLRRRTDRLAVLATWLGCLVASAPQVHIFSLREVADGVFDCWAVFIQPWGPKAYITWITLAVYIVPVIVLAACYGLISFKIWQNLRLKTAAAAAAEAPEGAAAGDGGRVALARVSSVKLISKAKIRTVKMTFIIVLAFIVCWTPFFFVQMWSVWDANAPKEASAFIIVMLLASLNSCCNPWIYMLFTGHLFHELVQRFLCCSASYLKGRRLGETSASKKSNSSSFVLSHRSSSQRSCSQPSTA
MEKK2wt PB1 HTS – raises or lowers MEK5 binding to wildtype human MEKK2 PB1 domain; Q9Y2U5; 290,000 compounds, 1.1% hits; bead flow cytometry, Alexa488-MEK5 binding to MEKK2 WT; actives lie on both sides; AID 1531; binding response (% of control), % at 10 µM; in the data active = binding response below about 67% or above about 130%
GalR3 antag – blocks the human galanin receptor 3; O60755; HEK293 GalR3-CNG cAMP membrane potential fluorescence; galR3 body fused to GalR1 C-terminus; inhibition, % at 3 µM; 360,000 compounds, 0.44% hits; AID 651719;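 active = inhibition above the screen-wide average plus 3 SD, cut at about 13% in these data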;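 note: forskolin and galanin both at EC90 stimulate the cells; cAMP rise reported by CNG channel membrane potential dye signal; 0% = forskolin plus galanin with DMSO and 100% = forskolin alone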
Target sequence (O60755 1-299 limits assumed): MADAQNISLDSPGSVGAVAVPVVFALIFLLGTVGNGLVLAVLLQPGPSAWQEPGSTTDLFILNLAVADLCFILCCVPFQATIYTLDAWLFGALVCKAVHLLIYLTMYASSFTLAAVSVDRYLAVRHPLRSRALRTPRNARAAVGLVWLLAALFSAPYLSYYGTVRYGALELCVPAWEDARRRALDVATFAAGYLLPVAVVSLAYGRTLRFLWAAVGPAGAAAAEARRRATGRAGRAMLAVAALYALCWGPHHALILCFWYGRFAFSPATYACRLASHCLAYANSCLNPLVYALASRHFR
MEKK3 PB1 HTS – raises or lowers MEK5 binding to the human MEKK3 PB1 domain; 290,000 compounds, 1.4% hits; Q99759; bead-based flow cytometry, Alexa488-MEK5 binding to MEKK3; actives lie on both sides; 0 = blocked by unlabeled MEK5, 100 = vehicle; binding response (% of control), % at 10 µM;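 active = binding response more than 3 SD above or below the average of its plate-row segment, actives on both sides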;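 note: Alexa488 bead fluorescence after subtracting the streptavidin-only scavenger bead signal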
The depositor's hits bear a star; . = no result given.

| No. | compound | MEKK2mut PB1 HTS | V1aR counter | GPR7 antag | PHOSPHO1 inh | NALP1 inh | OXTR agonist | MEKK2wt PB1 HTS | GalR3 antag | MEKK3 PB1 HTS |
| --- | --- | --- | --- | --- | --- | --- | --- | --- | --- | --- |
| 1 | Nc1ccccc1Nc1ccc([N+](=O)[O-])cc1[N+](=O)[O-] | -2 | 1.3 | -9 | -3 | 17 | -0.5 | 93 | -3 | 94 |
| 2 | CCOC(=O)C1CCCc2c1[nH]c1c(C(N)=O)cccc21 (configuration not stated) | 2 | -0.8 | 23 | -1 | -12 | -0.9 | 107 | -2 | 107 |
| 3 | CCN(CC)S(=O)(=O)c1cccc(C(=O)NC(C(=O)NC2=NCCS2)C(C)C)c1 (configuration not stated) | 9 | 0.4 | -1 | 21 | -2 | -0.3 | 104 | 5 | 104 |
| 4 | CCc1nc2ccccc2n1Cc1ccccc1F | -4 | 0.8 | -1 | 44 | 15 | -1.2 | 95 | -3 | 91 |
| 5 | OCC1(CCOc2ccccc2)CCN(Cc2nc3ccc(F)cc3[nH]2)CC1 | -7 | 2.7 | -2 | -18 | 10 | 2.1 | 95 | -1 | 93 |
| 6 | CCc1ccc(N(C(=O)c2snc(C(N)=O)c2N)C(C(=O)NC2CCCC2)c2ccco2)cc1 (configuration not stated) | -1 | -0.2 | -15 | 35 | 13 | -1.2 | 95 | -8 | 101 |
| 7 | COc1ccc(C)c2sc(N(CCCN(C)C)C(=O)c3ccc(S(=O)(=O)N(C)C)cc3)nc12 | 3 | 1.6 | -9 | -24 | 30 | 3.4 | 111 | -8 | 94 |
| 8 | COC(=O)C1=C(C(=O)OC)C2(OC1c1ccc(Br)cc1)C(=O)c1ccccc1C2=O (configuration not stated) | 2 | -0.2 | 2 | -11 | -4 | -0.9 | 103 | -2 | 105 |
| 9 | Cc1ccc(S(=O)(=O)NC2(C(=O)O)CCCCC2)cc1 | 1 | 0.6 | -1 | 0 | 2 | 0.8 | 103 | -3 | 102 |
| 10 | COc1cc(/C=C2\C(=N)N3N=C(S(C)(=O)=O)SC3=NC2=O)cc(OC)c1OCCOc1ccc(C)cc1 | 1 | -0.9 | 20 | -2 | 0 | -1.5 | 101 | -6 | 104 |
| 11 | Cc1c(C(=O)NCCC2=CCCCC2)cccc1[N+](=O)[O-] | 5 | -0.8 | 8 | 15 | 20 | -0.6 | 98 | -4 | 100 |
| 12 | Cc1cccc(N2CCN(C(=O)C(C)n3nc(C)n4c(cc5occc54)c3=O)CC2)c1C (configuration not stated) | -2 | -0.7 | 5 | -7 | 12 | 0.2 | 96 | 4 | 98 |
| 13 | O=C1/C(=C\c2c(NCCOCCO)nc3ccccn3c2=O)SC(=S)N1Cc1ccco1 | -2 | 56* | 6 | 8 | 24 | 40* | 86 | -7 | 99 |
| 14 | CN(Cc1cccc(F)c1)C(=O)c1cccc(S(=O)(=O)N2CCN(Cc3ccccc3)CC2)c1 | 1 | 8.4 | 4 | 33 | 5 | 6.1 | 97 | 2 | 94 |
| 15 | CN(CC(=O)NCc1ccccn1)S(=O)(=O)c1ccc(Br)cc1 | 1 | -0.3 | -3 | 19 | -7 | -0.7 | 106 | -7 | 114 |
| 16 | Cc1ccc2[nH]c(C(=O)N3CCN(c4cccc(Cl)c4)CC3)cc2c1 | 1 | 7.7 | -2 | 18 | 5 | 0.5 | 105 | -10 | 104 |
| 17 | Cc1n[nH]c(C)c1N1C(=O)c2cccc3c(Br)ccc(c23)C1=O | 6 | 7.3 | -6 | -12 | 24 | 5.9 | 101 | -2 | 95 |
| 18 | COc1ccc(Cl)cc1C(=O)OCC(=O)NCCNC(=O)COC(=O)c1cc(Cl)ccc1OC | 3 | 2.5 | -4 | 28 | 15 | -0.6 | 105 | -2 | 103 |
| 19 | CCN(CC)S(=O)(=O)c1ccc(C(=O)NNc2nc(-c3ccccc3)c3cc(Br)ccc3n2)cc1 | 3 | 1.7 | -14 | -8 | 18 | -0.6 | 118 | 3 | 103 |
| 20 | O=C(COc1ccc2c3c(c(=O)oc2c1)CCC3)NCC1CCC(C(=O)O)CC1 (configuration not stated) | 2 | -0.4 | 0 | 15 | -5 | 0.0 | 106 | 2 | 103 |
| 21 | CC12CC3CC(C)(C1)CC(C(=O)Nc1nncs1)(C3)C2 | 5 | -0.9 | -7 | 34 | 2 | -2.3 | 110 | -11 | 102 |
| 22 | Cc1ccc(NC(=O)NC(=O)CN2C(=O)NC3(CCc4ccccc43)C2=O)c(C)c1 (configuration not stated) | -5 | 3.4 | -1 | -23 | 11 | -0.7 | 91 | -6 | 95 |
| 23 | O=C(C1=C[C@@H](c2ccc(Br)cc2)C[C@@H](OCCCCO)O1)N1CCOCC1 | 9 | 0.3 | -8 | -3 | -1 | -0.2 | 100 | -4 | 102 |
| 24 | OC(CN1CCN(c2ccccc2)CC1)c1ccc2c(c1)CCN2 (configuration not stated) | 14 | 0.1 | 1 | 2 | 10 | 1.3 | 119 | . | 112 |
| 25 | COc1cc(/C=C/C(=O)NC(C)(C)C)ccc1OCc1ccccc1 | 0 | -0.2 | -6 | -3 | 16 | -2.0 | 98 | 8 | 102 |
| 26 | COc1cc(NC(=O)CSCc2ccc(Cl)cc2)c(C(=O)O)cc1OC | 19 | -0.8 | -20 | 39 | 4 | -0.8 | 113 | 0 | 115 |
| 27 | Cc1ccc(NC(=O)c2ccc3snnc3c2)cc1 | -10 | -0.1 | 13 | -1 | -6 | -1.6 | 87 | -5 | 104 |
| 28 | Cc1csc(NC(=O)CSc2nnc(-c3ccoc3C)o2)n1 | 2 | 1.8 | 3 | -22 | 16 | 0.6 | 101 | -7 | 103 |
| 29 | O=c1c2c(nc3cc(-c4ccc(Cl)cc4)[nH]n13)CCS2 | 18 | 0.3 | -7 | -12 | 10 | -0.9 | 101 | -2 | 100 |
| 30 | COc1cc(C(=O)OC2CCOC2=O)c([N+](=O)[O-])cc1OC (configuration not stated) | -2 | 0.1 | -16 | 32 | 8 | 0.3 | 101 | -8 | 103 |
| 31 | CCOc1ccc(C(=O)Nc2c(C(=O)N3CCC(N4CCCCC4)CC3)oc3ccccc23)cc1 | 9 | 0.7 | -10 | 44 | 6 | 1.2 | 122 | 3 | 101 |
| 32 | Cn1cnnc1SCC(=O)Nc1cccc(S(=O)(=O)N2CCCCCC2)c1 | 18 | 0.2 | -5 | 2 | 16 | 3.9 | 99 | -11 | 100 |
| 33 | CCOc1cccc(C(=O)Nc2cccc(C(=O)NC(C)(C)C)c2)c1 | 0 | 0.6 | -9 | -12 | 5 | 0.3 | 103 | -2 | 122 |
| 34 | CCOc1cc2c3c(c1)C(C)CC(C)(C)N3C(=O)C2=O (configuration not stated) | 2 | -1.6 | 5 | 28 | 2 | -1.7 | 103 | -9 | 100 |
| 35 | COc1cccc(NS(=O)(=O)c2cc3c(cc2C)N(C(C)=O)CCO3)c1 | -2 | 2.2 | 6 | 28 | 4 | 0.6 | 101 | . | 101 |
| 36 | COc1ccc(CN(C)CC(=O)Nc2ccccc2C(F)(F)F)cc1 | -2 | -1.2 | 6 | 2 | -10 | 11 | 102 | -7 | 106 |
| 37 | COc1ccc(C(=O)NC(=S)NNC(=O)CNC(=O)C2CCCCC2)cc1 | -42 | -0.7 | 5 | 9 | 11 | -1.4 | 96 | -1 | 94 |
| 38 | CC(C)N1CCc2c(sc(NC(=O)c3ccc(S(=O)(=O)N4CCOCC4)cc3)c2C(N)=O)C1 | 10 | -0.3 | -13 | -2 | 22 | 0.0 | 106 | . | 104 |
| 39 | O=C(O)Cc1ccc(NC(=O)Cc2ccc3ccccc3c2)cc1 | 6 | . | -3 | 14 | -17 | . | 102 | -7 | 103 |
| 40 | Cc1c(C(=O)N2CCN(c3ccccc3F)CC2)sc2nc(-c3ccccc3)cn12 | 0 | -0.2 | -10 | 24 | 11 | -0.5 | 93 | 4 | 101 |
| 41 | Cc1ccc(C(=O)O/N=C/c2c(C)nn(C)c2Cl)cc1 | -18 | -0.3 | -9 | 43 | 10 | -1.9 | 101 | -5 | 102 |
| 42 | COC(CN(C)C(=O)C1CCCN(S(=O)(=O)c2ccc3c(c2)oc(=O)n3C)C1)OC (configuration not stated) | -10 | 2.0 | 5 | 24 | 32 | 0.5 | 98 | 1 | 96 |
| 43 | O=c1c2[nH]cnc2n(-c2ccc(F)cc2)c(=O)n1Cc1ccccc1 | 3 | 1.1 | -6 | 5 | 4 | -1.3 | 106 | 1 | 103 |
| 44 | Cc1csc(-c2cnn(-c3ccccc3)c2NC(=O)c2cccc(F)c2)n1 | -1 | -1.0 | 3 | 5 | 6 | -1.8 | 101 | . | 104 |
| 45 | CC(=O)Nc1ccc(N(C(=O)CNC(=O)c2cccs2)C(C(=O)NCC2CCCO2)c2ccccc2)cc1 (configuration not stated) | 9 | 5.4 | -9 | 43 | 2 | 0.4 | 105 | -7 | 102 |
| 46 | CC(C)c1ccc(NC(=O)c2snc3ccc(Cl)cc23)cc1 | -1 | 1.7 | -6 | -2 | 32 | -1.1 | 105 | -6 | 130* |
| 47 | CCCCN(CCCC)CCn1cnc2c([nH]c3ccc(OC)cc32)c1=O | 7 | 0.3 | -2 | 18 | 30 | -0.5 | 103 | . | 104 |
| 48 | Cc1[nH]c(=S)sc1Cc1ccc(F)cc1 | 2 | 0.9 | 3 | -5 | 6 | 0.3 | 100 | 1 | 101 |
| 49 | N#CCN1CCCC(C(N)=O)C1 (configuration not stated) | -5 | 0.7 | 15 | 52 | 16 | 0.0 | 97 | 0 | 100 |
| 50 | Cc1ccc(Nc2c(-c3ccc(N4CCOCC4)cc3)nc3cnccn23)cc1 | 5 | -0.8 | -23 | 23 | . | -1.5 | 107 | 16* | 103 |

The list continues.
| No. | compound | MEKK2mut PB1 HTS | V1aR counter | GPR7 antag | PHOSPHO1 inh | NALP1 inh | OXTR agonist | MEKK2wt PB1 HTS | GalR3 antag | MEKK3 PB1 HTS |
| --- | --- | --- | --- | --- | --- | --- | --- | --- | --- | --- |
| 51 | O=[N+]([O-])c1cc(S(=O)(=O)N2CCCC2)ccc1N/N=C/c1cccs1 | 3 | -0.5 | -10 | 1 | . | -0.3 | 106 | -3 | 108 |
| 52 | FC(F)(F)c1ccc(C2[C@H]3CN(CC4CCCCC4)[C@H](c4ccccc4)C34CC2(c2cccnc2)C4)cc1 (some centres not stated) | 6 | 0.0 | . | 31 | . | -0.6 | 115 | -3 | 103 |
| 53 | CN1C[N+]([O-])=C(c2ccccc2)C1(C)C | 10 | 0.4 | -5 | -11 | 30 | 0.3 | 119 | 2 | 117 |
| 54 | COCCN(C(=O)Nc1ccccc1)c1ccccc1 | 9 | 0.5 | -4 | 14 | -4 | 0.4 | 105 | 1 | 103 |
| 55 | COc1cc(/C=C/C(=O)O)cc(S(=O)(=O)N(CC(C)C)CC(C)C)c1OC | -3 | 1.2 | -8 | 0 | -8 | 0.1 | 96 | -8 | 97 |
| 56 | Cc1oc(C(=O)O)cc1CSCc1cc(C(=O)O)c(C)o1 | 9 | 0.9 | 8 | 13 | 20 | 0.1 | 109 | -4 | 107 |
| 57 | O=[N+]([O-])c1ccc(OCC(O)CN2CCN(c3ccccc3F)CC2)cc1 (configuration not stated) | 35 | 3.1 | -1 | 3 | 46* | 1.9 | 116 | -7 | 108 |
| 58 | COc1ccc(/C=N/NC(=O)COc2cccc3ccccc23)c(C(=O)O)c1OC | 0 | -0.6 | -1 | 2 | 10 | 0.5 | 106 | 5 | 112 |
| 59 | CCC(C)c1ccc(-n2c(=O)c3ccccc3n3c(=S)[nH]nc23)cc1 (configuration not stated) | 0 | 1.3 | -3 | -156 | -4 | 1.0 | 96 | -6 | 96 |
| 60 | COc1ccccc1C(=O)Nc1ccc2c(c1)nc1n2CCSC1 | -1 | 1.1 | -9 | 18 | 8 | 0.5 | 94 | -2 | 99 |
